From PubChem
LYPLA2 counter = counter-screen for PME1 inhibitors: inhibitors of human LYPLA2 | 0.38% of 320,000 active | AID 2177 | O95372 | recombinant LYPLA2, FP-Rh probe fluorescence polarization | inhibition, % at 5.9 µM;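 active = inhibition above the screen-wide mean plus 3 SD, limit set per campaign, cut at about 26% in these data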;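 note: 0% = LYPLA2 with DMSO and 100% = wells lacking LYPLA2 enzyme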
EBNA-1 inh = blocks EBNA-1 binding to DNA | EBNA-1 DNA binding, fluorescence polarization | inhibition, % at 14.8 µM | 0.34% of 300,000 active; in the data active = inhibition above about 28%
LYPLA1 inh = LYPLA1 (human) inhibition in PME1 counter-screen; O75608; recombinant LYPLA1, FP-Rh probe fluorescence polarization; inhibition, % at 5.9 µM; 0.16% of 320,000 active; AID 2174;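 active = inhibition above the mean of all tested compounds plus 3 SD, set per campaign, cut at about 14% in these data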;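 note: inhibitors block serine hydrolase probe labeling of LYPLA1 so polarization falls; 0% = enzyme with DMSO and 100% = wells lacking LYPLA1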
Target sequence (O75608 whole entry, looked up): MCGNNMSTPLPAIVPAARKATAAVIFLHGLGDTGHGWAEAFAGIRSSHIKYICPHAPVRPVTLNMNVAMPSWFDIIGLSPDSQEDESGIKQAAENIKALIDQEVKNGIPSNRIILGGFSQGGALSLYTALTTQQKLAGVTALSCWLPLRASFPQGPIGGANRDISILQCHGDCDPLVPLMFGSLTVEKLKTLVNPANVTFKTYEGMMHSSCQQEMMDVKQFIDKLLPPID
ZTA counter = blocks Epstein-Barr virus ZTA, an EBNA-1 counter-screen; P03206; 0.15% of 320,000 active; ZTA-DNA binding, fluorescence polarization; inhibition, % at 11 µM; in the data active = inhibition above about 33%
PAFAH2 FP inh = PAFAH2 (human) inhibition | recombinant PAFAH2, FP-rhodamine activity probe, fluorescence polarization | inhibition, % at 3.39 µM | 0.99% of 340,000 active | Q99487;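 active = inhibition above the mean over all tested compounds plus 3 SD, cut at about 30% in these data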;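 note: inhibitors block probe labeling of enzyme so polarization drops; 0% = enzyme with DMSO and 100% = wells lacking PAFAH2 protein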
PREPL inhibitor = inhibitors of human prolyl oligopeptidase-like enzyme PREPL. recombinant PREPL, fluorescence polarization activity-based probe. 0.68% of 320,000 active. Q4J6C6. inhibition, % at 5.96 µM; in the data active = inhibition above about 43%;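 note: 0% = enzyme with DMSO and 100% = wells lacking enzyme; many of its hits are not listed in these tables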
GSTO1 counter = blocks human GSTO1 in RBBP9 counter-screen; P78417; recombinant GSTO1, activity-based probe fluorescence polarization; inhibition, % at 5.96 µM; 1.1% of 300,000 active;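 active = inhibition above the campaign mean inhibition plus 3 SD, cut at about 35% in these data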;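 note: 0% = GSTO1-1 with DMSO and 100% = wells lacking GSTO1-1 enzyme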
PAD4 inh = inhibitors of human PAD4; Q9UM07; recombinant PAD4, RCA probe fluorescence polarization; inhibition, % at 6.36 µM; 0.41% of 330,000 active; AID 485272;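 active = percent inhibition above a cutoff equal to the mean of all tested compounds plus 3 SD, cut at about 15% in these data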;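 note: 0% = PAD4 with RCA probe and DMSO and 100% = probe without PAD4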
Target sequence (Q9UM07 whole entry, looked up): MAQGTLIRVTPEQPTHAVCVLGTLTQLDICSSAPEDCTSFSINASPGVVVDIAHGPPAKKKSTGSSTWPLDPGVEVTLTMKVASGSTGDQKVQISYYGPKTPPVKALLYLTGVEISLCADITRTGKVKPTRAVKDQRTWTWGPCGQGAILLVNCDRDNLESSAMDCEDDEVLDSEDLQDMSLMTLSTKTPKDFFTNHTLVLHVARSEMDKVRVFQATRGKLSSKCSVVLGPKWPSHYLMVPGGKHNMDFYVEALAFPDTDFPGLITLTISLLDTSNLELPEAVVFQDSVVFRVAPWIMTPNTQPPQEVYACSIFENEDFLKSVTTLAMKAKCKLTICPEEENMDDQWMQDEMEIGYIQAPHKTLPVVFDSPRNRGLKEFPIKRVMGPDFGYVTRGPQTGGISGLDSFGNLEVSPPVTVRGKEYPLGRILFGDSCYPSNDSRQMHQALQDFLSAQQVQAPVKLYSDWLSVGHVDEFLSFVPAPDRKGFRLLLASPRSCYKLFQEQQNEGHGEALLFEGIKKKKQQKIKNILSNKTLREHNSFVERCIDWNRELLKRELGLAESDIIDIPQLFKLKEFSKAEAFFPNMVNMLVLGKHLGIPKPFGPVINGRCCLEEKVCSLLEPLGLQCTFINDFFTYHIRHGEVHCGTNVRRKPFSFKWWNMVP
PAFAH1B3 FP inh = blocks human PAF acetylhydrolase 1B catalytic subunit 3. inhibition, % at 3.39 µM. recombinant PAFAH1B3, FP-rhodamine probe, fluorescence polarization. 0.28% of 340,000 active. AID 492972;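 active = inhibition above the screen-wide average of all tested compounds plus 3 SD, cut at about 25% in these data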;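 note: 0% = enzyme with DMSO only and 100% = wells lacking PAFAH1B3 protein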
The depositor's hits bear a star; / = no result given. An excerpt. The share of hits here may be higher or lower than overall.

Second line of a record – ZTA counter | LYPLA1 inh | PAD4 inh | PREPL inhibitor | PAFAH1B3 FP inh | GSTO1 counter | LYPLA2 counter | PAFAH2 FP inh | EBNA-1 inh
> Nc1[nH]c(N=NC(=O)c2ccccc2)c2ccccc12
→ 10 | 1 | 1 | -10 | 3 | -8 | -8 | 4 | 0
> C=C(C)C1Cc2c(C)nn(-c3nc(C)cc(C)n3)c2C1 (stereo unspecified)
→ -8 | 2 | -1 | 7 | -7 | 4 | 6 | 1 | -3
> Cc1ccc(S(=O)(=O)NC2CCSC2=O)cc1C (stereo unspecified)
→ -9 | 1 | 4 | 5 | 6 | / | 1 | 2 | /
> CC1=Nn2c(nnc2C2CCCCC2)SC1
→ -5 | 0 | 2 | 3 | 3 | -9 | 7 | -3 | -7
> O=C(c1nc2nc(-c3ccc(Cl)cc3)cc(C(F)(F)F)n2n1)N1CCOCC1
→ -24 | 6 | 1 | 15 | 8 | -1 | 14 | 6 | -2
> COc1ccc(NC(=O)c2cc3c(s2)CCC(C)C3)cc1S(=O)(=O)N1CCOCC1 (stereo unspecified)
→ 1 | -11 | 2 | 16 | -4 | -6 | -15 | -7 | 6
> COc1cccc(NC(=O)c2ccc3c(SCC(=O)O)c4c(nc3c2)CCCC4)c1
→ -4 | -14 | -31 | -10 | -11 | -44 | -28 | -18 | -9
> CCCC(=O)Nc1nc2ccc(NC(=O)c3ccccc3F)cc2s1
→ 6 | -1 | 2 | -6 | 4 | -9 | 0 | -4 | 4
> NC(=O)C1CC(=O)N(c2ccc(OCC(=O)Nc3ccccc3F)cc2)C1 (stereo unspecified)
→ 4 | -1 | -3 | 4 | 2 | / | 3 | 4 | /
> O=C(N/N=C/c1cc2ccccc2nc1Cl)[C@H]1C[C@@H]1c1ccccc1
→ 17 | -23 | 4 | -34 | 9 | 3 | -48 | -15 | 6
> O=C(Nc1cccc(F)c1)C1CCCN(c2cnccn2)C1 (stereo unspecified)
→ -8 | 1 | -4 | 2 | 5 | -2 | 2 | 3 | 3
> C[C@H](C(=O)C=[N+]=[N-])N1C(=O)c2ccccc2C1=O
→ 5 | -4 | -2 | -3 | / | 14 | 3 | / | 6
> O=C(CSc1cccc[n+]1[O-])Nc1cc2c(cc1Cl)C(=O)c1ccccc1C2=O
→ 3 | -1 | -1 | 12 | -4 | 21 | -11 | 13 | -13
> COc1ccccc1NS(=O)(=O)c1cccc(C(=O)NNC(=O)c2ccc(Cl)nc2)c1
→ / | / | 1 | 2 | 12 | / | / | 5 | /
> COc1ccc(NC(=O)CSc2c3c(nc4ccccc24)CCCC3)c(OC)c1
→ -20 | 2 | 11 | 5 | -10 | -8 | 2 | 0 | -5
> O=C(C[n+]1ccc(/C=N/O)cc1)NC1CCCCC1
→ 3 | -5 | 0 | 18 | 6 | 7 | 2 | 5 | 7
> Cn1c(-c2cccc(Br)c2)cnc1NCc1cccnc1
→ 6 | 0 | -2 | 20 | 8 | 9 | 6 | 2 | -4
> COCCNC(=S)NCc1cccs1
→ 4 | 5 | -2 | 15 | 11 | 1 | 8 | -4 | -5
> N#Cc1nc(-c2ccc(F)cc2)oc1NCc1ccccc1
→ -13 | 2 | 0 | -3 | 0 | 0 | 0 | -1 | 3
> COCCn1c(SCC(=O)N2CCCc3ccccc32)nc2ccccc2c1=O
→ -9 | 1 | 1 | 4 | 13 | 13 | 5 | 2 | 4
> CC1(C)CC(=O)C(C(N)=NC(=O)c2ccc([N+](=O)[O-])cc2)=C(O)C1
→ -22 | 4 | -1 | 3 | 5 | 10 | 5 | -2 | -16
> CN(C)S(=O)(=O)c1ccc(Cl)c(C(=O)Nc2ccccc2[N+](=O)[O-])c1
→ -14 | 0 | 2 | 9 | -2 | -2 | -1 | -4 | -8
> NC(=O)c1ccc(NC(=O)CNCc2ccccc2Cl)cc1
→ -2 | -1 | 6 | 3 | 7 | 4 | 3 | -6 | 0
> C=CCN1CCN(C(=O)c2cc3c(s2)CCCC3)CC1
→ -15 | 1 | 6 | 9 | 13 | 1 | 8 | 5 | -4
> O=C(O)Cn1c(COc2ccc(Cl)cc2)nc2ccccc21
→ 6 | -3 | -5 | 4 | 4 | -10 | 4 | 4 | 8
> Cc1ccc(N2CCN(C(=O)N3CCCC3)CC2)cc1Cl
→ -3 | -3 | 1 | 25 | 8 | -4 | -4 | -1 | 6
> COc1cc(NC(=O)COC(=O)[C@@H]2CCCN2S(=O)(=O)c2ccc(Cl)cc2)cc(OC)c1OC
→ 10 | 0 | 3 | 11 | -3 | 8 | 4 | -3 | -4
> N#C/C(=C(/O)CN1C(=O)c2ccccc2C1=O)c1nc2ccccc2[nH]1
→ 12 | 1 | -2 | 7 | 10 | 3 | 3 | -1 | -2
> c1ccc(CCn2nnnc2C(c2cccs2)N2CCOCC2)cc1 (stereo unspecified)
→ -3 | -1 | 0 | 7 | 1 | 15 | -3 | 4 | -4
> COc1ccc([C@H]2CC(=O)C=C(c3cc(C=O)ccc3OC)C2)cc1
→ 3 | 4 | -2 | 3 | -9 | / | 9 | -2 | /
> CN(Cc1cnccn1)Cc1nc(Cc2ccccc2F)no1
→ 6 | -1 | -4 | -1 | -2 | 3 | -1 | 6 | 0
> O=C(O)CN1C(=O)NC2(CCc3ccccc32)C1=O (stereo unspecified)
→ 7 | -2 | -2 | 8 | 7 | 2 | 2 | 0 | -23
> O=C(c1ccco1)N1CCN(C(c2coc3ccc(Cl)cc3c2=O)c2nnnn2C2CCCC2)CC1 (stereo unspecified)
→ -9 | 4 | 0 | 22 | 10 | 5 | 1 | 11 | 2
> Cc1ccc(C2(C)NC(=O)N(CC(=O)c3ccc(Cl)s3)C2=O)cc1 (stereo unspecified)
→ 4 | -3 | 0 | -1 | 1 | 1 | 0 | 13 | 5
> COc1ccc(C2=NN(C(=O)c3cccnc3)C(c3ccccc3)C2)cc1 (stereo unspecified)
→ -8 | -4 | -6 | -7 | 0 | -2 | -10 | 1 | -8
> COc1ccc(NS(=O)(=O)c2cc(C(=O)N3CCN(C/C=C/c4ccccc4)CC3)ccc2C)cc1
→ 0 | -1 | 2 | 24 | -1 | 4 | 2 | 3 | 2
> COC(=O)C1=C(C)N(Cc2ccccc2)C(=NCCc2c[nH]c3ccccc23)N[C@H]1c1ccccc1
→ / | / | 2 | 33 | 5 | / | / | -2 | /
> N#Cc1ccc(OCC(=O)Nc2ccncc2)cc1
→ -16 | -1 | -5 | 2 | 2 | 4 | -9 | 3 | -4
> S=c1[nH]nc(-c2ccc(Cl)cc2)n1/N=C/C=C/c1ccco1
→ -2 | -2 | -2 | -53 | / | 0 | -2 | / | 7
> COc1ccc(C2CC(=O)C=C(NCc3ccccc3)C2)cc1 (stereo unspecified)
→ -4 | -1 | 4 | 5 | 2 | 3 | 7 | 6 | 16
> CC(C)CC(=O)Nc1ccnn1C1CCN(C(=O)c2ccccc2F)CC1
→ -10 | -2 | -1 | -7 | 1 | -4 | 4 | 0 | -4
> Cc1cc2oc3ccc(NCCCN4CCOCC4)cc3c(=O)c2cc1C
→ 4 | 3 | 0 | 11 | 10 | -31 | -1 | 1 | -1
> CCCS(=O)(=O)N1CCCC(C(=O)N2CCC(Cc3ccccc3)CC2)C1 (stereo unspecified)
→ -5 | -4 | -2 | 12 | 7 | 6 | 6 | 2 | -9
> C[C@@H](C(=O)O)[C@@H]1C[C@@]1(C)[C@@H](NC(=O)OCc1ccccc1)c1ccccc1
→ -10 | 3 | -3 | 1 | 8 | -1 | 4 | 5 | -6
> COc1ccccc1N1CC(C)C(=O)NC1=S (stereo unspecified)
→ 6 | 1 | -1 | 10 | 9 | 0 | -1 | 4 | 8
> COC(=O)CN(Cc1ccco1)S(=O)(=O)c1ccccc1
→ 4 | 3 | -6 | 19 | 2 | -3 | 4 | -1 | 4
> CN1CCN(c2nc(-c3cccnc3)nc3scc(-c4ccccc4)c23)CC1
→ 17 | -2 | -8 | -13 | 4 | -3 | -9 | -2 | 15
> CC(C)=CCCC1=CCC(/C=N/NC(N)=O)C(C)C1 (stereo unspecified)
→ -6 | 1 | -7 | -6 | 3 | 0 | -1 | 4 | -6
> CCCN1CCC(N2CCN(c3cccc(C(F)(F)F)c3)CC2)CC1
→ -14 | -1 | -2 | 13 | -1 | 0 | 7 | -11 | 2
> COc1cc(C)c(C)cc1S(=O)(=O)N1CCN(Cc2ccccc2)CC1
→ 3 | 3 | 1 | 5 | -2 | 5 | -3 | 2 | 13
> O=C(Nc1cc(F)ccc1F)c1ccc(-n2cncn2)c([N+](=O)[O-])c1
→ -4 | 3 | 3 | 16 | 7 | 5 | 2 | -5 | 5
> CSc1nc(Cl)c(Cc2ccc(OC(C)C)cc2)c(N2CCOCC2)n1
→ -2 | 1 | 3 | 0 | 5 | 9 | 7 | 0 | -4
> COc1cccc(N2CC(NS(=O)(=O)c3ccc4ccccc4c3)CC2=O)c1 (stereo unspecified)
→ 0 | -1 | -1 | -15 | 4 | 3 | 2 | 2 | 0
> COC(=O)C1=C(C)NC(C)=C(C(=O)OCC2CCCO2)C1c1cccc(Br)c1 (stereo unspecified)
→ -19 | 3 | 3 | 4 | -1 | 5 | 1 | -2 | -1
> Cc1ccc(S(=O)(=O)NC(=NC(C)C)c2ccccc2)cc1
→ -17 | 0 | -6 | 5 | 7 | 2 | 1 | 2 | -4
> COc1ccc(OC)c(NC(=O)c2cccc(C)c2[N+](=O)[O-])c1
→ 5 | 2 | -3 | 3 | 4 | 6 | 0 | -1 | 4
> CC(=O)c1ccc(N2CCN(CC(O)COCc3ccco3)CC2)cc1 (stereo unspecified)
→ -10 | -3 | 0 | 8 | 6 | 2 | 3 | -1 | -6
> CCc1nnc(NC(=O)CSc2nnc(Cc3ccccc3)n2Cc2ccccc2)s1
→ 6 | 2 | 2 | 4 | 1 | -7 | 7 | 6 | -7
> O=C(c1cccc(S(=O)(=O)N2CCCCC2)c1)N(CCc1ccccc1)Cc1ccccc1
→ -7 | -2 | 1 | 16 | 5 | 7 | 2 | 7 | 0
> N=C1C(c2ccccc2)=C(O)CN1c1cccc(S(=O)(=O)Nc2cccc(C(F)(F)F)c2)c1
→ -11 | 1 | 1 | 2 | 6 | 3 | 0 | -2 | -4

Further compounds follow.
Second line of a record – ZTA counter | LYPLA1 inh | PAD4 inh | PREPL inhibitor | PAFAH1B3 FP inh | GSTO1 counter | LYPLA2 counter | PAFAH2 FP inh | EBNA-1 inh
> Cn1cccc1C(=O)OCc1ccc(F)cc1
→ -1 | 4 | 3 | -20 | 3 | 1 | 3 | -1 | -1
> Nc1ncnc2nc(SCC(=O)N3CCN(c4ccccc4)CC3)[nH]c12
→ 10 | 0 | -1 | 20 | -1 | 8 | 0 | 8 | 3
> O=C(COC(=O)c1cc(S(=O)(=O)N2CCCC2)ccc1O)NCCc1ccccc1
→ -3 | -1 | 3 | 8 | 2 | / | -1 | -1 | /
> COc1ccc(S(=O)(=O)N(CC(=O)NC2CC2)Cc2ccccc2)cc1
→ -11 | 3 | 5 | 5 | -2 | -4 | -1 | -9 | -7
> O=C(CCc1ccccc1)Nc1ccc(NS(=O)(=O)c2ccccc2)cc1
→ 10 | -4 | 1 | 0 | 6 | 2 | -3 | -2 | 11
> Cc1cc(=O)[nH]c(N2CCc3ccccc3C2)n1
→ 5 | -3 | 3 | -5 | 7 | -1 | 0 | 6 | -9
> CCN(C(=O)Cn1c(=O)n(-c2cc(OC)c(OC)c(OC)c2)c(=O)c2ccccc21)c1cccc(C)c1
→ 10 | -3 | -2 | 3 | 2 | 12 | 4 | -3 | 0
> CCOC(=O)CC(=O)NC(CC(=O)OC)c1ccc(Br)cc1 (stereo unspecified)
→ 0 | 0 | -1 | 4 | 3 | 10 | 2 | 9 | 0
